# MEP2-GFP yeast: modulators of MEP2-GFP levels in yeast, primary screen, S. cerevisiae, multiplex flow cytometry, MLPCN library | GFP response vs DMSO, % at 10 µM | AID 2016, 2009 | 0.51% of 330,000 active | S. cerevisiae MEP2-GFP strain, 3 h; 100% = DMSO control level;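 active = GFP response versus DMSO above a set limit, roughly screen mean plus 3 SD, cut at about 180% in these data; inconclusive = fewer than 70 cells counted for a yeast strain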;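 note: median GFP fluorescence of the barcode-gated MEP2-GFP cells per well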
# GASC-1 inh: inhibitors of GASC-1 histone demethylase, primary screen, biochemical, fluorescence, DELFIA europium | Lysine-specific demethylase 4C (Homo sapiens), Q9H3R0 | GST-JMJD2C(1-420) H3K9me3 demethylation | inhibition, % at 2.35 µM | 0.069% of 330,000 active;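 active = more than half of a compound's replicate wells show inhibition beyond 50%, single wells judged on their own value; inconclusive = some, but no more than half, of replicates pass 50% inhibition; inactive = no replicate passes 50% inhibition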;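 note: signal counts dimethyl H3K9 product captured on neutravidin plate; 0% = median of DMSO wells and 100% = 0.3 times that DMSO median; strong numbers were not always called active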
# Target sequence (Q9H3R0 1-420 limits assumed): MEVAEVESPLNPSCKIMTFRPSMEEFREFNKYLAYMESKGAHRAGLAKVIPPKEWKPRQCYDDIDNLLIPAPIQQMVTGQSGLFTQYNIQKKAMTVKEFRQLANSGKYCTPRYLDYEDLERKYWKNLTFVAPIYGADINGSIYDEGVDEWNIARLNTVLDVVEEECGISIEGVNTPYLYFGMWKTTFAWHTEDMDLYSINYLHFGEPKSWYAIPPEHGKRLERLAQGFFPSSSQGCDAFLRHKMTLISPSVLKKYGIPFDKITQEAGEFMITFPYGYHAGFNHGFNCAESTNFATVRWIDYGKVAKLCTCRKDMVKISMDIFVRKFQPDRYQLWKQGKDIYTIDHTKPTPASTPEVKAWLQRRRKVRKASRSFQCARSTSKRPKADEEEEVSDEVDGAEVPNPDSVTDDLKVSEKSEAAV
# CR mimetic SO: reduction of superoxide in aged yeast, primary screen, HTS. 0.18% of 330,000 active. S. cerevisiae aged cells, superoxide DHE fluorescence; active compounds read low. superoxide response (% of plate mean), % at 10 µM;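 active = superoxide response under a set limit, about three screen SD below normal, cut at about 65% in these data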;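 note: yeast aged for seven days with compound at 30 °C before DHE staining; 100% = average MFI of all compound-treated wells on the plate with controls excluded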
# AHR activator: AHR activators, primary screen, cell-based, luminescence, luciferase reporter, human; Aryl hydrocarbon receptor (Homo sapiens), P35869; 2.5% of 320,000 active; activation, % at 5 µM; AID 2796, 2010; AHR-responsive luciferase reporter cells; in the data active = activation above about 47%;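 note: 0% = vehicle wells and 100% = reference agonist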
# proCasp3 act: activators of human procaspase-3 D3A mutant, primary screen, biochemical, absorbance, PC-3 D3A mutant, single concentration | Caspase-3 (Homo sapiens), P42574 | recombinant procaspase-3 D3A, Ac-DEVD-pNA absorbance 405 nm | activation, % at 8.5 µM | 0.11% of 330,000 active;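 active = activation above the mean of all tested compounds plus 3 SD, cut at about 21% in these data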;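 note: 0% = DMSO alone and 100% = DMSO wells spiked with extra 5 µM PC-3 D3A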
# Target sequence (P42574 whole entry D9A/D28A/D175A): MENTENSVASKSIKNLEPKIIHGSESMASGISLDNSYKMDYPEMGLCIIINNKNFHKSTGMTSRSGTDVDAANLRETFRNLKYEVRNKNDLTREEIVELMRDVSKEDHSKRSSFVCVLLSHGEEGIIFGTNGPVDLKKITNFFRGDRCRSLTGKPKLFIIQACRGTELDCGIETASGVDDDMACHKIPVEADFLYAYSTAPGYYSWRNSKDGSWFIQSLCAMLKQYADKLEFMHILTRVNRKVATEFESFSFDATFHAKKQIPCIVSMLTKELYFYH
#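 Assay system – Procaspase-3 D3A mutant, all three cleavage aspartates alanine · Controls – DMSO-only low control, 5 µM PC-3 D3A high control · Schedule – 1 h compound preincubation, 2 h substrate hydrolysis at 25 °C · Signal – 405 nm absorbance of p-nitroaniline, reads at 0 and 120 min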
# LAP4 TOR yeast: modulators of LAP4-GFP expression in yeast, primary screen, S. cerevisiae, multiplex flow cytometry, MLPCN library; 3 h; median GFP as percent of DMSO wells; GFP response vs DMSO, % at 10 µM; 0.34% of 320,000 active;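 active = GFP response vs DMSO above a set limit, about the screen mean plus 3 SD, cut at about 150% in these data; inconclusive = under 70 cell events counted for the yeast strain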
# RPL19A-GFP yeast: RPL19A-GFP expression modulators in yeast, primary screen, cell-based, S. cerevisiae, multiplex flow cytometry, MLPCN; S. cerevisiae RPL19A-GFP strain, 3 h; active compounds read low; percent response vs DMSO, % at 10 µM; 0.3% of 330,000 active; AID 2025, 2009;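 active = percent response vs DMSO below 50%; inconclusive = fewer than 70 events counted for the yeast strain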;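 note: median channel GFP fluorescence of the barcoded RPL19A-GFP strain; ratio of sample median GFP to plate DMSO average so 100% = DMSO; lower means less RPL19A-GFP as with rapamycin TOR inhibition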
# procasp7 counter: procaspase-7 activators, primary screen, counter-screen for procaspase-3 activator project, biochemical, absorbance, HTS, human. Caspase-7 (Homo sapiens), P55210. recombinant procaspase-7, Ac-DEVD-pNA absorbance 405 nm; D23A/D198A/D206A triple mutant, cannot self-cleave; scale: DMSO 0, 5 µM enzyme 100. activation, % at 8.5 µM. 0.093% of 330,000 active. AID 463210, 2010;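 active = percent activation above the screen-wide mean plus 3 SD, cut at about 25% in these data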
# Target sequence (P55210 whole entry D23A/D198A/D206A): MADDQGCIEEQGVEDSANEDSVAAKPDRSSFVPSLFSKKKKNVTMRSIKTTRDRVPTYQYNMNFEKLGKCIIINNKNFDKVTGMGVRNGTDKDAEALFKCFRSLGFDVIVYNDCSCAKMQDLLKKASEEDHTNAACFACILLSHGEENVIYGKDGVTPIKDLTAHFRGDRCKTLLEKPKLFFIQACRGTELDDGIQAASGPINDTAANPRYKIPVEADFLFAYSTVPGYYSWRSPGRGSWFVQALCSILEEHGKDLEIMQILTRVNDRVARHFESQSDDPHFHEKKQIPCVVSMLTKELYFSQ
#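 Assay system: Uncleavable procaspase-7 mutant enzyme; Input: 2 µM procaspase-7 mutant as dispensed; Also added: DEVD-pNA substrate; Medium: Zinc-free HEPES pH 7.4 with 300 mM NaCl, 0.01% Triton X-100; Timing: 1 h compound preincubation, 2 h substrate cleavage, 25 °C; Measured by: Epi-absorbance of released pNA at 405 nm, two timepoints.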
# * = called active by the depositor; i = inactive; u = inconclusive; x = no result given; [ ] = dose if it differs, or a comment.
SMILES,MEP2-GFP yeast,GASC-1 inh,CR mimetic SO,AHR activator,proCasp3 act,LAP4 TOR yeast,RPL19A-GFP yeast,procasp7 counter
COc1ccc(-n2c(COc3cccc(C)c3)n[nH]c2=S)cc1,111,0,95,1,-6,97,111,-5
COc1ccccc1CN(Cc1nc2ccccc2c(=O)[nH]1)C(=O)Nc1ccc(C)cc1,98,2,92,19,7,106,106,8
O=C(NCc1ccccc1)c1ccc2c(=O)[nH]c3c(C(=O)NCC4CCCO4)sc(=S)n3c2c1 (centres undefined),110,0,110,0,-1,112,97,-7
CCOc1ccc(N(CC(=O)N/N=C/c2cc(Br)c(C)o2)S(C)(=O)=O)cc1,98,-14,88,6,-9,100,95,-1
CC(OC(=O)c1ccncc1)C(=O)Nc1cccc([N+](=O)[O-])c1 (centres undefined),105,19,98,4,12,94,100,5
COc1ccc(C)cc1NC(=O)C1CCN(C(=O)C2CC(=O)N(c3ccc(C)cc3)C2)CC1 (centres undefined),91,-2,94,0,2,97,95,-5
Cc1ccc(Cl)cc1N1CCN(Cc2nnnn2Cc2ccco2)CC1,102,12,104,3,8,92,102,9
O=C(O)c1cccc(NC(=S)NCc2ccccc2)c1,92,-1,88,2,9,92,99,-3
Cc1ccc(-n2sc3ccccc3c2=O)cc1,97,1,110,80*,-28,143,89,-36
CCOC(=O)c1nn(-c2ccccc2F)c(C)c1C(C)=O,82[may fluoresce violet],u,103,1,1,84[may fluoresce violet],88[may fluoresce violet],4
COc1ccc(-n2nnnc2/C=C\Nc2ccc(C)cc2)cc1,99,-25,99,1,1,110,103,3
O=C(CNc1ccccc1)N/N=C/c1ccc([N+](=O)[O-])cc1,108,-1,105,12,-3,110,104,2
O=C(O)c1ccc(CNCc2ccc(F)cc2)cc1,98,19,94,-1,-3,94,90,0
CCCCCOC(=O)c1ccc(NC(=O)c2cccc(NC(=O)c3ccccc3C(=O)O)c2)cc1,104,13,97,3,-9,100,105,-1
CCOC(=O)c1cnc(-n2nc(C)cc2C)nc1Nc1cccc(C(=O)O)c1,103,-23,109,-1,4,105,98,8
O=C1CC(c2ccccc2)CC(O)=C1C=NCCN1CCNCC1 (centres undefined),98,11,96,1,-1,95,97,6
O=S(=O)(c1ccc(OCC(O)CN2CCN(c3ccc(F)cc3)CC2)cc1)N1CCOCC1 (centres undefined),93,u,93,-1,5,86,95,-4
O=C(C1CC1c1ccccc1)N1CCOCC1 (centres undefined),104,-1,112,-2,-5,100,101,4
Cc1cc(=O)[nH]c(SCC(=O)Nc2ccc(F)c([N+](=O)[O-])c2)n1,109,26,107,0,3,116,105,11
O=C(CN1C(=O)c2cccc3cccc1c23)N1CCN(c2ccc(F)cc2)CC1,108,-3,104,4,8,103,100,-5

# Continued, starting with the last six of the part before.
SMILES,MEP2-GFP yeast,GASC-1 inh,CR mimetic SO,AHR activator,proCasp3 act,LAP4 TOR yeast,RPL19A-GFP yeast,procasp7 counter
CCOC(=O)c1cnc(-n2nc(C)cc2C)nc1Nc1cccc(C(=O)O)c1,103,-23,109,-1,4,105,98,8
O=C1CC(c2ccccc2)CC(O)=C1C=NCCN1CCNCC1 (centres undefined),98,11,96,1,-1,95,97,6
O=S(=O)(c1ccc(OCC(O)CN2CCN(c3ccc(F)cc3)CC2)cc1)N1CCOCC1 (centres undefined),93,u,93,-1,5,86,95,-4
O=C(C1CC1c1ccccc1)N1CCOCC1 (centres undefined),104,-1,112,-2,-5,100,101,4
Cc1cc(=O)[nH]c(SCC(=O)Nc2ccc(F)c([N+](=O)[O-])c2)n1,109,26,107,0,3,116,105,11
O=C(CN1C(=O)c2cccc3cccc1c23)N1CCN(c2ccc(F)cc2)CC1,108,-3,104,4,8,103,100,-5
O=C(CN(c1ccccc1)S(=O)(=O)c1ccccc1)N/N=C/c1ccco1,103,2,102,-1,2,93,103,-2
CCOc1ccccc1CN1C(=O)C2(OCCO2)c2ccccc21,93,0,92,9,4,82,94,1
O=C(CCc1nc(-c2ccccc2)c(-c2ccccc2)o1)OCc1ccc(Cl)cc1,102,-1,100,0,2,99,95,-3
c1ccc2c(-c3nn[nH]n3)cccc2c1,142,4,126,5,3,101,106,-1
CC(=O)Cc1nsc(NC(=O)c2cc(-c3ccccc3Cl)oc2C)n1,106,-1,104,34,1,104,101,4
Cc1csc(=O)n1CCC(=O)OCC(=O)NNC(=O)c1ccc(Br)cc1,103,-7,101,-1,-9,108,105,-1
CC(=O)OC(COc1ccc(F)cc1)Cn1cnc2ccccc21 (centres undefined),106,48,90,6,-7,101,103,-1
COc1ccc(NS(=O)(=O)c2cccc(-c3nnc(-c4ccccc4)o3)c2)cc1,101,-6,102,14,-3,102,96,10
O=C(COc1ccccc1)NCCS(=O)(=O)N1CCN(c2ccccc2)CC1,89,6,101,3,4,95,86,0
O=c1oc2ccccc2c(O)c1/C=N/c1ccccn1,111,-5,98,4,-1,99,100,0
Cc1ccc(-n2c(C)cc(/C=N/NC(=O)c3ccc(CN4CCOCC4)cc3)c2C)cc1,84,3,86,1,3,98,82,6
CCOc1ccc(OCc2ccc(C(=O)N3CCCC3)o2)cc1,95,3,110,15,-8,105,92,3
Cc1cc(C(C)(C)C)oc1C(=O)N(CC(=O)NC1CCCC1)Cc1ccccc1,98,i,95,1,1,94,98,2
CC(=O)c1cnc(N2CCCCC2)nc1C,105,4,104,-2,1,109,103,-3
CCc1ccc(NC(=O)CSc2nnc(CNC(=O)c3cccs3)o2)cc1,105,3,96,17,-5,93,99,4
COc1cc2c(cc1OC)C(C(=O)N1CCN(c3ccccc3)CC1)C(c1cccs1)N(C)C2=O (centres undefined),99,-32,95,-5,-2,98,100,8
Cc1ccc(OCc2n[nH]c(=S)n2C2CCCCC2)cc1,101,-11,94,0,-12,90,95,-23
Cc1ccccc1NC(=S)NCCC(c1ccccc1)c1ccccc1,89,2,89,2,7,96,94,2
CCOCCCn1c(SCc2ccccc2)nnc1-c1ccncc1,88,2,101,3,8,83,90,10
CC(C)(C)c1cccc(C2(O)C(=O)c3ccccc3C2=O)c1O,102,3,114,-1,-2,109,96,-12

# Structural class: the compounds so far containing two or more sulfur atoms.
SMILES,MEP2-GFP yeast,GASC-1 inh,CR mimetic SO,AHR activator,proCasp3 act,LAP4 TOR yeast,RPL19A-GFP yeast,procasp7 counter
O=C(NCc1ccccc1)c1ccc2c(=O)[nH]c3c(C(=O)NCC4CCCO4)sc(=S)n3c2c1 (centres undefined),110,0,110,0,-1,112,97,-7
CCc1ccc(NC(=O)CSc2nnc(CNC(=O)c3cccs3)o2)cc1,105,3,96,17,-5,93,99,4

# (list continues)
SMILES,MEP2-GFP yeast,GASC-1 inh,CR mimetic SO,AHR activator,proCasp3 act,LAP4 TOR yeast,RPL19A-GFP yeast,procasp7 counter
Cc1ccnc(NC(=O)Cn2cc([N+](=O)[O-])cn2)c1,100,2,107,-2,2,97,104,-4
N#Cc1c(-n2ccnc2)cccc1-n1ccnc1,106,2,91,1,7,81,102,4
O=C(O)C1Cc2[nH]cnc2C(c2cccc([N+](=O)[O-])c2)N1 (centres undefined),94,12,101,7,11,93,94,2
O=C(Nc1cc(C(F)(F)F)ccc1Cl)c1cc2nc3c(c(C(F)(F)F)n2n1)CCCC3,102,4,95,2,3,100,102,-1
CCOc1ccc(CCNC(=O)C2=C(C)C(=O)OC23CCC(C)CC3)cc1 (centres undefined),103,-5,102,-1,9,102,101,13
O=C(/C=C/c1cccc(F)c1)Nc1ccc(S(=O)(=O)Nc2ncccn2)cc1,99,6,103,54*,5,112,99,13
CC(=O)Nc1ccc(S(=O)(=O)Nc2nc3cc4c(cc3nc2Cl)OCCO4)cc1,97,-3,99,3,-7,109,97,-4
CCOC(=O)N1CCN(c2cc(NCCC(=O)O)c3c4c(onc24)-c2ccccc2C3=O)CC1,100,x,162,43,2,99,96,-10
CN(CCCN1CCCCC1)C(=O)c1cc(COc2ccc(F)cc2F)on1,107,-9,98,-3,1,109,102,-6
CN(C(=O)c1ccccc1Cl)C1CCCCC1,96,-1,112,3,-5,97,95,-12

# Among those listed so far, these have a Cl atom.
SMILES,MEP2-GFP yeast,GASC-1 inh,CR mimetic SO,AHR activator,proCasp3 act,LAP4 TOR yeast,RPL19A-GFP yeast,procasp7 counter
Cc1ccc(Cl)cc1N1CCN(Cc2nnnn2Cc2ccco2)CC1,102,12,104,3,8,92,102,9
O=C(CCc1nc(-c2ccccc2)c(-c2ccccc2)o1)OCc1ccc(Cl)cc1,102,-1,100,0,2,99,95,-3
CC(=O)Cc1nsc(NC(=O)c2cc(-c3ccccc3Cl)oc2C)n1,106,-1,104,34,1,104,101,4
O=C(Nc1cc(C(F)(F)F)ccc1Cl)c1cc2nc3c(c(C(F)(F)F)n2n1)CCCC3,102,4,95,2,3,100,102,-1
CC(=O)Nc1ccc(S(=O)(=O)Nc2nc3cc4c(cc3nc2Cl)OCCO4)cc1,97,-3,99,3,-7,109,97,-4
CN(C(=O)c1ccccc1Cl)C1CCCCC1,96,-1,112,3,-5,97,95,-12

# Continued:
SMILES,MEP2-GFP yeast,GASC-1 inh,CR mimetic SO,AHR activator,proCasp3 act,LAP4 TOR yeast,RPL19A-GFP yeast,procasp7 counter
NC(=S)N/N=C/c1ccc(-n2nncc2-c2ccc(Cl)cc2)cc1,109,-6,98,12,-3,117,105,-17
CSc1ccccc1NC(=O)Nc1ccc(Cl)cc1,102,-8,96,16,-4,100,99,3
CCc1ccc(-c2nc(NC(=O)c3ccc(OCC(=O)Nc4ccc(F)cc4)c(OC)c3)sc2C)cc1,103,-5,99,5,8,100,98,-7
CCN(CC)c1nc(C)nc2c1sc(=S)n2C,107,-18,91,-1,7,105,101,7
Cc1cc(NCCCN2CCOCC2)n2ncc(-c3ccc(Cl)cc3)c2n1,97,8,87,26,5,90,95,16
COc1cccc(CN(C)C(=O)CNC(=O)c2ccc3c(c2)OCO3)c1OC,97,11,95,2,3,85,98,-4
Cc1cc(C)c(C(=O)CN2C(=O)NC3(CCC(C)CC3)C2=O)cc1C (centres undefined),103,-2,101,1,-4,104,103,0
O=C(CN1C(=O)NC2(CCCC2)C1=O)N1CCN(Cc2ccccc2)CC1,97,-9,98,-1,-6,100,96,-3
O=C(CSc1ccc(-c2ccco2)nn1)c1ccccc1,96,-4,96,1,-22,101,102,-28
Cc1cc(NC(=O)CNC(=O)C2CCCCC2)no1,89,-4,100,-2,3,88,92,11
CCC(=O)NNc1nc2c(C)cc(C)cc2s1,107,2,103,62*,1,106,95,2
Clc1ccc(C2Nc3cccc4cccc(c34)N2)cc1,94,5,97,60*,-8,109,98,-15

# High-throughput results from PubChem.
